Assay outcomes (PubChem)
PfGluPho inh – PfG6PD enzyme inhibitors, primary screen, biochemical, fluorescence intensity, uHTS | glucose-6-phosphate dehydrogenase-6-phosphogluconolactonase (Plasmodium falciparum 3D7) | PfGluPho enzyme, NADPH resazurin-diaphorase fluorescence | inhibition, % at 20 µM | hit rate 0.78% among 350,000;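 active = inhibition reaching at least a set limit at 20 µM in the primary screen, cut at about 59% in these data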;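 note: 0% = DMSO wells with substrate and 100% = DMSO wells lacking glucose-6-phosphate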
Apaf1 inhib – inhibitors of human Apaf-1 apoptosome, primary screen, biochemical, DEVD-Rh110 fluorescence, uHTS; Apoptotic protease-activating factor 1 (Homo sapiens), O14727; reconstituted apoptosome caspase-3 activity; inhibition, % at 20 µM; hit rate 0.71% among 330,000; AID 489030, 2010; active = inhibition of at least 40% at 20 µM;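 note: plate controls were DMSO wells for no effect and DEVD-CHO caspase inhibitor wells for full effect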
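Material: reconstituted apoptosome with Apaf-1, cytochrome c, caspase-9, procaspase-3, dATP; medium: pH 7.5 Hepes buffer with CHAPS, BSA, DTT; also added: cytochrome c and DEVD-Rh110 substrate; timing: 30 min plus 50 min, RT; signal: Rh110 fluorescence intensity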
HKDC1 inhibitor – HKDC1 hexokinase inhibitors, primary screen, biochemical, fluorescence, uHTS; inhibition, % at 20 µM; hit rate 0.16% among 340,000; Q2TB90; AID 493160, 2011; recombinant HKDC1, G6PDH/diaphorase resazurin coupled fluorescence;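 active = inhibition above about 35% when tested at 20 µM, limit read from the data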;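 note: plate controls were DMSO wells with enzyme for no effect and DMSO wells lacking enzyme for full effect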
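Assay system: in-house recombinant HK5 (HKDC1) enzyme. Input: HKDC1 at 5 µg/mL. Medium: Tris pH 8.0 buffer with MgCl2, Tween-20, BSA, BME. Dosing: single 20 µM dose. Schedule: 90 min reaction incubation at room temperature, dark. Signal: resazurin-to-resorufin fluorescence via G6PDH and diaphorase coupling, 525/613 nm. Controls: DMSO-enzyme wells negative, buffer-substituted wells positive.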
SENP1 inh – human SENP1 catalytic domain inhibitors, primary screen, biochemical, FRET, uHTS. Sentrin-specific protease 1 (Homo sapiens), Q9P0U3. recombinant SENP1 catalytic domain, CyPet-SUMO1-YPet FRET cleavage. inhibition, % at 10 µM. hit rate 0.21% among 360,000;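 active = inhibition at least 30% at 10 µM, raw YFP signal under a set limit, fluorescence ratio 0.5 to 1.5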;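 note: 0% = enzyme with DMSO and 100% = no enzyme wells; some results filed as inactive read as strong as hits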
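Material: hSENP1 catalytic domain, recombinant; medium: Tris pH 8 with BME, BSA, NP40 and catalase; compound: single concentration of 10 µM compound, 0.5% DMSO final; technique: FRET read of cyan and yellow fluorescence; timing: 50 min enzyme reaction, room temperature, light-protected; reagent: SFCypet-SUMO1-SFYpet substrate at 25 nM; control set: no-enzyme low, enzyme-DMSO high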
SENP8 block-1 – human SENP8 protease inhibitors, primary screen, biochemical, fluorescence, Nedd8 protein substrate, uHTS; Sentrin-specific protease 8 (Homo sapiens), Q96LD8; recombinant SENP8; inhibition, % at 20 µM; hit rate 0.64% among 360,000; AID 602440, 2012; in the data active = inhibition mostly above about 40%, no sharp cut-off; inactive = mostly below about 27%
Target sequence (Q96LD8 whole entry, looked up): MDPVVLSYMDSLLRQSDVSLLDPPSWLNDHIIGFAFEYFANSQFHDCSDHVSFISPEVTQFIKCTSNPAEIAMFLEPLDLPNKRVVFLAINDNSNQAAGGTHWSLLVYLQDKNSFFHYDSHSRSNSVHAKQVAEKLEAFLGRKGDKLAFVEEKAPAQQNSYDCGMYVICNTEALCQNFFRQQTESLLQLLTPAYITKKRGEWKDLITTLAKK
SENP7 inh – SENP7 protease inhibitors, primary screen, biochemical, luminescence, uHTS; hit rate 1.5% among 330,000; Sentrin-specific protease 7 (Homo sapiens), Q9BQF6; recombinant SENP7, Z-RLRGG-aminoluciferin luminescence, 40 min; inhibition, % at 5 µM;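 active = inhibition above about 50% at the single test dose, limit read from the data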;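 note: plate controls were DMSO with enzyme for no effect and no enzyme buffer wells for full effect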
Target sequence (Q9BQF6 706-1050 limits assumed): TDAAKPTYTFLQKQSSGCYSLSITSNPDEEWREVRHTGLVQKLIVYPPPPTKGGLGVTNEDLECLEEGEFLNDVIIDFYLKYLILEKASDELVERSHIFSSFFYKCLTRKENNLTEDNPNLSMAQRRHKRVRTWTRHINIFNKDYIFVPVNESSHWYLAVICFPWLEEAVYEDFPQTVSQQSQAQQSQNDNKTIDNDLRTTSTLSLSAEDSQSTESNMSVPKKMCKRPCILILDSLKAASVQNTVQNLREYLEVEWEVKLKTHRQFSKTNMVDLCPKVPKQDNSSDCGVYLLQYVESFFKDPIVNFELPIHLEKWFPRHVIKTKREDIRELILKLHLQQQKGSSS
SENP6 block – SENP6 protease inhibitors, primary screen, biochemical, luminescence, uHTS. AID 2599, 2010. inhibition, % at 10 µM. hit rate 1.8% among 330,000. Recombinant SENP6 catalytic domain, aminoluciferin luminescence;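 active = inhibition above about 50% at the single tested dose, limit read from the data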;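 note: plate controls were DMSO wells with enzyme for no effect and DMSO wells lacking enzyme for full effect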
Target sequence (Q9GZR1 628-1112 limits assumed): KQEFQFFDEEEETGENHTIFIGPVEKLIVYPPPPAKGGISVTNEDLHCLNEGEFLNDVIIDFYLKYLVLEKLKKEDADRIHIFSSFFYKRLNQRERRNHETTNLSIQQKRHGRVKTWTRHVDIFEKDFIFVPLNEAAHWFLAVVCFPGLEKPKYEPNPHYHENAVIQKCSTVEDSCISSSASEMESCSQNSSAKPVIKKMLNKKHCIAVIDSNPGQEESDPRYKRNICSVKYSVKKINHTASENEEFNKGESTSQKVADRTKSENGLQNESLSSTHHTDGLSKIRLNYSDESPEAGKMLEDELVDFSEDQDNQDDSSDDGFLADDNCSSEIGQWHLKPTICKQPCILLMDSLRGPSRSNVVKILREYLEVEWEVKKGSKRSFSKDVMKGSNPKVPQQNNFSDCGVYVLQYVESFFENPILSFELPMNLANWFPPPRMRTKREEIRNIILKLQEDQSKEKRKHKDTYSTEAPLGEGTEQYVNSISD
SENP8 block-2 – SENP8 protease inhibitors, primary screen, biochemical, luminescence | purified SENP8, Z-RLRGG-aminoluciferin cleavage | inhibition, % at 10 µM | AID 2540, 2010 | hit rate 1.2% among 330,000 | Sentrin-specific protease 8 (Homo sapiens), Q96LD8; in the data active = inhibition above about 50%
Starred values were filed as active, the others as inactive; / = no result given; & = joins results of further samples.

Compound	PfGluPho inh	Apaf1 inhib	HKDC1 inhibitor	SENP1 inh	SENP8 block-1	SENP7 inh	SENP6 block	SENP8 block-2
N/C(=N\OC(=O)COc1ccc(Br)cc1)c1cccnc1	0	3	-11	2	10	7	11	-13
COc1ccc(-c2cc([C@H]3[C@H]4C=CC[C@@H](C)[C@@H]4C(=O)N3Cc3ccccc3)ccc2F)cc1	9	22	3	2	8	8	-8	-21
CC(C)(C)OC(=O)CC[C@@H](C(=O)N1CCN(C(=O)OC(C)(C)C)CC1)n1cc(C(CO)NC(=O)OC(C)(C)C)nn1 (stereo partly drawn)	1	-6	-9	0	10	0	-14	2
COC(=O)c1ccccc1NC(=O)COC(=O)c1ccco1	0	11	-5	0	-3	-10	-25	-15
CC1(NC(=O)CN2CCN(c3cnn(-c4ccccc4)c(=O)c3Cl)CC2)CCS(=O)(=O)C1 (stereo not drawn)	4	9	4	-1	11	2	-17	4
COc1ccc(OC)c(-c2cc(C(=O)Nc3c(C)nn(Cc4ccc(Cl)cc4)c3C)no2)c1	1	11	7	0	-298	-2	-24	-10
COc1ccc(C)cc1NC(=O)CSc1nnc(-c2ccc(C)cc2)o1	10	7	0	2	20	11	-11	-7
COc1ccc(CCNC(=O)CSc2nc(N)cc(=O)[nH]2)cc1OC	-18	-8	-8	0	8	-5	4	1
CCN(CC(=O)Nc1ccc(NC(C)=O)cc1)C(=O)c1sc2nc3n(c(=O)c2c1C)CCC3	5	-13	-3	1	4	2	4	8
CN(Cc1cnc2nc(N)nc(N)c2n1)c1ccc(C(=O)N[C@@H](CCC(=O)O)C(=O)O)cc1	-9&16	-5	10&8	-124&-37	-375	6	-8	1
O=C(CN1C(=O)C2C3C=CC(C3)C2C1=O)Nc1ccc2nccnc2c1 (stereo not drawn)	5	2	-2	-5	-396	0	2	3
Cc1ccc(S(=O)(=O)N2CCN(C(=O)N3CCOCC3)CC2)cc1C	-20	-3	-4	2	12	1	11	15
COc1ccc(CCC(=O)OCC(=O)N(CC(C)C)c2c(N)n(Cc3ccccc3)c(=O)[nH]c2=O)cc1	-2	1	-7	0	-3	0	3	-1
CC1CC(C)CN(Cc2nc(N)nc(Nc3ccc4ccccc4c3)n2)C1 (stereo not drawn)	18	7	7	0	-35	-2	-22	-15
Clc1ccc(CCNc2nc3ccccc3n3nnnc23)cc1	1	3	-4	-60	-375	8	-3	1

Record cards (already shown). Order of screens: PfGluPho inh, Apaf1 inhib, HKDC1 inhibitor, SENP1 inh, SENP8 block-1, SENP7 inh, SENP6 block, SENP8 block-2
N/C(=N\OC(=O)COc1ccc(Br)cc1)c1cccnc1 is listed as 0, 3, -11, 2, 10, 7, 11, -13
COc1ccc(-c2cc([C@H]3[C@H]4C=CC[C@@H](C)[C@@H]4C(=O)N3Cc3ccccc3)ccc2F)cc1 is listed as 9, 22, 3, 2, 8, 8, -8, -21
CC(C)(C)OC(=O)CC[C@@H](C(=O)N1CCN(C(=O)OC(C)(C)C)CC1)n1cc(C(CO)NC(=O)OC(C)(C)C)nn1 (stereo partly drawn) is listed as 1, -6, -9, 0, 10, 0, -14, 2

(more compounds)
Compound	PfGluPho inh	Apaf1 inhib	HKDC1 inhibitor	SENP1 inh	SENP8 block-1	SENP7 inh	SENP6 block	SENP8 block-2
CN(C)CCCNC(=O)/C=C/c1ccc2c(c1)OCO2	4	6	5	2	-119	7	-25	-6
CSc1ccc2c(c1)C(N1CCN(C)CC1)Cc1ccc(F)cc1S2 (stereo not drawn)	6	38	4	-2	14	-2	-14	-6
CC(Oc1ccccc1)C(=O)NNS(=O)(=O)c1ccc([N+](=O)[O-])cc1 (stereo not drawn)	-1	-12	6	4	11	-1	-7	-6
CC(C)(C)c1nc2ccc(NS(=O)(=O)c3ccc(F)c(F)c3F)cc2[nH]1	3	4	-3	1	6	-2	-12	7
CCCN(CCC)CCNC(=O)CS(=O)Cc1nc(-c2ccc(C)cc2)oc1C (stereo not drawn)	0	-4	8	0	15	3	-21	2
O=C(NCc1ccccn1)c1ccc(Cn2c(=S)[nH]c3ccc(Br)cc3c2=O)cc1	8	-1	2	2	6	-2	18	-11
CCCc1cc(=O)[nH]c(SCC(=O)Nc2cc(S(=O)(=O)N3CCOCC3)ccc2N(CC)CC)n1	6	10	-1	1	9	12	8	-2
O=C(O)CCCc1nc2ccccc2s1	9	-6	-8	4	12	-33	-6	-16
O=C(NCc1ccccn1)C1CCN(C(=O)c2cc3sccc3n2Cc2ccc(F)cc2)CC1	2	0	-3	-8	-1	-2	-1	-1
Cc1cc2ccccc2n1CCNC(=O)Cc1ccccc1	13	29	-1	-56	-36	1	-14	3
O=C(Nc1cccc(Cl)c1)c1cnn2cccnc12	-5	-10	-14	1	19	9	16	-13
O=C(Cc1coc(-c2ccc(F)cc2)n1)NC1CCCCC1	8	4	-3	0	20	3	-17	-7
Nc1c(C(=O)c2ccccc2)oc2ccc([N+](=O)[O-])cc12	-5	-31	-4	1	24	6	4	3
Cc1ccc(S(=O)(=O)NCC2(c3ccccc3)CCOCC2)cc1	0	-4	-6	2	9	-1	-10	6
CCC(c1nnc(SCC(=O)NC2CCCCC2)n1Cc1ccccc1)N(C)C (stereo not drawn)	-1	10	5	0	12	1	-6	-2
Cc1ccc(NC(=O)CSc2nc(N)cc(=O)[nH]2)cc1S(=O)(=O)N1CCCCC1	-25	5	0	4	13	4	-4	-1
CCCOc1ccc(C(=O)NCC(C)(C)N2CCOCC2)cc1	6	4	-6	0	13	4	12	-5
N[C@@H]1CONC1=O	/	-10	/	/	/	2	6	3
Nc1nc(NCC2CCCO2)nc(Nc2cccc(Cl)c2)c1[N+](=O)[O-] (stereo not drawn)	0	9	0	1	20	-11	-11	-12
O=C(CCNC(=O)c1ccccc1Cl)Nc1nc(-c2ccccc2Cl)cs1	14	14	2	-2	2	-5	-8	-8
COC(=O)N/N=C\c1ccc(OC(=O)c2ccco2)cc1	30	-1	-8	3	5	2	-9	-14
Cc1noc(C)c1NC(=O)N(C)C[C@@H]1Oc2ccc(NC(=O)C3CCCCC3)cc2C(=O)N([C@@H](C)CO)C[C@H]1C	0	-3	-6	-1	17	1	0	11
O=C(c1ccco1)N(CCCN1CCOCC1)c1nc(-c2ccc(Cl)cc2)cs1	3	21	-6	5	10	6	9	4
Cc1ccc(CN2CCC(n3nccc3NC(=O)CCCc3ccccc3)CC2)o1	9	0	-3	-1	-6	7	-18	1
CC(C)CN(CC(C)C)c1ccc(/C=N/n2cnnc2)cc1[N+](=O)[O-]	21	23	-3	4	27	-4	-2	-2
CCOC(=O)C(CCCCC(NC(C)=O)(C(=O)OCC)C(=O)OCC)(NC(C)=O)C(=O)OCC	3	-13	-8	3	3	2	-5	1
CC(C)c1ccc(NC(=S)NNC(=O)c2cccs2)cc1	-9	-16	-2	2	-17	-2	-8	-3
CCOC(=O)N1CCN(C(=O)c2ccc(Cn3c(=S)[nH]c4cc(C(=O)OC)ccc4c3=O)cc2)CC1	-10	18	-4	1	7	5	9	-4
O=C(CCCN1C(=O)C(c2ccccc2)Oc2cccnc21)Nc1cccc(F)c1 (stereo not drawn)	18	16	-2	0	15	3	-1	9
C=CCOc1ccc(/C=C/C(=O)OCC(=O)N2CCN(S(=O)(=O)c3ccc(C)cc3C)CC2)cc1	7	/	-4	2	7	/	/	/
CC(=O)COc1ccc2c(-c3cccc([N+](=O)[O-])c3)cc(=O)oc2c1	-12	4	2	-1	5	-9	-20	-7
O=[N+]([O-])c1ccccc1Nc1ccc(O)cc1	-6	9	11	5	20	4	-5	8
CC(=O)Nc1ccc(NC(=O)CCc2ccc(C)o2)cc1	29	-8	-2	1	10	3	-15	3
COCCCNC(=O)CS(=O)Cc1nc(-c2ccccc2C)oc1C (stereo not drawn)	-3	3	-4	-2	12	-1	4	-1
Cc1ccc(S(=O)(=O)NC23CC4CC(CC(C4)C2)C3)cc1	10	32	1	0	14	-14	-19	-12
CCc1ccc(CN(C)Cc2nc(Cc3ccc(OC)c(OC)c3)no2)nc1	-11	-14	-8	-2	-12	-4	8	12
CCC1CCCCN1CCCNC(=O)Cn1nc(C)n2nc(-c3ccccc3)cc2c1=O (stereo not drawn)	-3	-13	-6	-1	9	3	6	-4
COC(=O)c1ccc(CNC(=O)C2CCC(=O)N(Cc3ccccn3)C2)cc1 (stereo not drawn)	-1	2	-7	0	3	12	-22	-6
CC(C1CC2CCC1C2)N1CC(O)=C(c2nc3ccccc3[nH]2)C1=N (stereo not drawn)	11	15	0	-57	-38	11	8	-4
CCOc1ccc(NC(=O)CSc2nc(=O)n(Cc3ccccn3)c3c2CCC3)cc1	7	0	-1	1	-4	2	7	-6
CCCn1cc(S(=O)(=O)CC(=O)Nc2ccc(OCC)cc2)c2ccccc21	11	20	8	-2	19	5	-7	9
CCOc1ccc2[nH]c(C)cc(=O)c2c1	-6	-6	7	-6	-173	0	-6	-6
CCc1ccc(CN(C)C(=O)c2ccc3c(c2)OCCO3)cc1	-9	2	-3	-1	4	3	-3	-3
CCCCCCc1cc2cc(C(=O)Nc3ccccc3OC)c(=O)oc2cc1O	4	6	-10	-24	-297	-4	-3	-2
COc1cc(-c2nn3c(-c4cccnc4)nnc3s2)cc(OC)c1OC	1	18	2	1	-215	8	17	1
Cc1ccc(-c2nc(C3CCCN(S(=O)(=O)c4ccc(C(F)(F)F)cc4)C3)no2)cc1 (stereo not drawn)	-12	5	-1	3	13	-1	-5	2
Cn1c(-c2c(N)n(CCCc3ccccc3)c3nc4ccccc4nc23)nc2ccccc21	14	/	-3	-27	-283	/	/	/
Cn1c(=O)cc(OCC(=O)NCCCN2CCN(Cc3ccccc3)CC2)c2ccccc21	17	-2	-9	-2	7	-4	7	7
COc1ccc2cc3cc(C(=O)Nc4ccccc4N4CCN(C)CC4)oc3nc2c1	25	18	2	1	-35	-4	-27	-5
CC(OC(=O)c1ccc2c(c1)OCCO2)C(=O)NC1CCCCC1C (stereo not drawn)	-3	2	-9	-1	9	9	-5	-7
CSc1nsc(N/N=C/c2ccccc2)c1C#N	1	-7	9	-52	-70	2	-1	-10
Cc1ccc(C(=O)NN(CCC(=O)NC(C)(C)C)C2=NS(=O)(=O)c3ccccc32)cc1	1	11	-12	1	18	2	-15	-12
Cc1cc(C)c2cc(C#N)c(N3CCCN(C(=S)NCCCN(C)C)CC3)nc2c1	13	17	5	-91	-224	-3	-7	1
C=CCN1C(=O)C(CC(=O)Nc2ccccc2)SC1=Nc1c(C)n(C)n(-c2ccccc2)c1=O (stereo not drawn)	-7	-1	-1	1	19	3	-7	4
